# RMI-FANCM inh: RMI-FANCM interaction inhibition; AID 1159607; FP signal (polarization) at 33 µM; Fluorescence polarization, RMI core complex with F-MM2 peptide; active compounds read low; actives 0.58% (n = 70,000); in the data active = FP signal below about 40; also: inactives centre near 61; strong numbers were not always called active; unit not given here
# Numbers without * were called inactive; & = joins results of further samples. These rows are one share of the data (hit frequency here may not be typical).
compound,RMI-FANCM inh
CCC1CCCCN1CCCn1c(=S)[nH]c2cc(C(=O)OC)ccc2c1=O (stereo unspecified),70
Cc1ccc(S(=O)(=O)N2CCN(CCNC(=O)c3cccs3)CC2)cc1,55
COc1ccc(S(=O)(=O)NCC2(c3cccs3)CCCC2)c(OC)c1,69
O=C(CCS(=O)(=O)c1ccc(Cl)cc1)Nc1nnc(-c2ccncc2)o1,66
COc1ccc(C2C=C(c3cccc(NC(C)=O)c3)Nc3ncnn32)c(OC)c1 (stereo unspecified),52
O=C(O)CC1(CC(=O)N2CCC(n3cccc3)CC2)CCCC1,60
CC(=O)Nc1ccc(OCC(O)CN2CCN(c3cccc(Cl)c3)CC2)cc1 (stereo unspecified),70
CC(=O)N(c1ccc(NS(=O)(=O)c2c(C)noc2C)cn1)S(=O)(=O)c1c(C)noc1C,49
Cc1cc(C)nc(NS(=O)(=O)c2ccc(NC(=O)c3ccc(Cl)cc3)cc2)n1,59
Cc1cc(Nc2ccccc2)n(C(=O)c2ccccc2)n1,56
O=C(CC1CCCCN1S(=O)(=O)c1cccs1)NCc1ccccn1 (stereo unspecified),67
CCOc1ccc2nc(N(CCCN(C)C)C(=O)c3ccc(C(=O)c4ccccc4)cc3)sc2c1,120
COC(=O)C12CCCC(C(N)=O)(CCC1)C2,52
Cc1cccc(NC(=O)NCC(c2ccc3c(c2)CCN3C)N(C)C)c1 (stereo unspecified),66
O=C(NCc1ccccc1)c1ccc2snnc2c1,51
Cc1ccc(CNC(=O)c2cc3c(=O)n4ccccc4nc3n(CCO)c2=N)cc1,70
Cc1nnc2ccc(N3CCN(C(=O)Nc4ccc(F)cc4F)CC3)nn12,67
N#CC(=C1SCCCS1)S(=O)(=O)c1cccs1,57
COc1ccccc1NC(=O)CSc1nnc(CCc2c(C)[nH]c(=O)n(C)c2=O)o1,61
Cc1cc(-c2nnc(NC(=O)C3CCCN3S(C)(=O)=O)o2)nn1C (stereo unspecified),68
CCn1cc(NC(=O)N2CCc3ccccc32)c2ccccc21,53
O=S(=O)(NCC1CC1)c1cc(Cl)cc(Cl)c1,51
Cc1c(NC(=S)NNC(=O)c2ccccc2)c(=O)n(-c2ccccc2)n1C,59
CC1=CC(C)(C)Nc2ccccc21,55
O=C(NCc1ccc2c(c1)OCO2)C(=O)Nc1ccncc1,54
CCc1ccccc1NC(=O)Cn1nc(-c2ccc(F)cc2)c2sc(N3CCCC3)nc2c1=O,80
O=C(CCc1csc(NC(=O)c2ccc[nH]c2=O)n1)NCc1ccco1,60
CC(C)(C)C(=O)OCC(N)=S,63
CC1=C(C#N)C(c2ccc(CN3C(=O)c4ccccc4C3=O)o2)C2=C(CCCC2=O)N1 (stereo unspecified),56
CC(C)(C)C(=O)Nc1c(Cl)cccc1OC(F)(F)F,58
FC(F)(F)c1ccnc(NCc2ccc3c(c2)OCO3)n1,54
COc1ccc(-n2c(C)nc3ccc(NC(=O)c4cccc([N+](=O)[O-])c4C)cc3c2=O)cc1,63
c1ccc2[nH]c(C3CC3)nc2c1,53
CCOC(=O)c1ccc(NC(=S)NC(=O)CC2SC(=O)N(c3ccccc3)C2=O)cc1 (stereo unspecified),65
CC(C)n1c(SCC(=O)c2cccc([N+](=O)[O-])c2)nc2cc(C(F)(F)F)ccc21,51
Cc1nnnn1-c1ccc(Cl)cc1,59
CCOc1ccccc1NC(=O)NCC(c1ccsc1)N1CCOCC1 (stereo unspecified),64
CCc1ccc(-c2cc3c(SCC(=O)Nc4ccc5c(c4)OCCO5)nccn3n2)cc1,89
O=C(CSc1nnc(-c2ccc(Cl)s2)o1)Nc1ccc(OC(F)(F)F)cc1,74
O=C1Nc2ccc(S(=O)(=O)Oc3ccc4oc5ccccc5c4c3)c3cccc1c23,58
O=C(NN1C(=O)/C(=C/c2ccc(Br)cc2)SC1=S)c1cccc(Cl)c1,73
COCC(=O)N1CCCc2ccc(NS(=O)(=O)c3c(C)c(C)c(C)c(C)c3C)cc21,70
COc1ccc(C)c2sc(NNC(=O)C3COc4ccccc4O3)nc12 (stereo unspecified),59
CC(NC(=O)c1ccc(F)c(F)c1)C12CC3CC(CC(C3)C1)C2 (stereo unspecified),61
Cc1cc(NC(=O)/C(=C/c2cccs2)c2ccsc2)no1,61
COC(=O)c1ccc(CSc2nnc(COc3ccccc3)o2)o1,72
CN(C)CCN(C(=O)c1ccc(S(=O)(=O)N(C)c2ccccc2)cc1)c1nc2c(Cl)cccc2s1,81
CCc1nnc(C2CCN(C(=O)NCc3ccc(Cl)cc3)CC2)s1,64
Cc1cc(OCC(=O)Nc2ccc(S(N)(=O)=O)cc2)ccc1Br,65
CN1CCc2cc(C(CNC(=O)c3c(F)cccc3F)N3CCOCC3)ccc21 (stereo unspecified),54
Cn1nccc1C(=O)Nc1sc(-c2ccccc2)cc1C(N)=O,71
O=C(COc1ccc(F)cc1)Nc1nnc(Cc2ccc3c(c2)OCO3)o1,68
CC1=C(C(=O)Nc2cccnc2)C(c2ccc([N+](=O)[O-])cc2)n2nc(SCc3ccccc3)nc2N1 (stereo unspecified),118
Cc1nc2cc(NC(=O)c3cccc(NS(=O)(=O)c4ccc(F)cc4)c3)ccc2s1,54
COc1ccc(C(O)=C2C(=O)C(=O)N(CCN(C)C)C2c2ccc(C)o2)cc1Cl (stereo unspecified),52
CS(=O)(=O)N1CCN(C(=O)CCc2csc(NC(=O)c3ccc[nH]c3=O)n2)CC1,62
COC(=O)/C(C#N)=C\c1cc([N+](=O)[O-])ccc1N1CCCC1,95
CCOC(=O)N1CCN(S(=O)(=O)c2ccc(C(=O)Nc3sccc3C#N)cc2)CC1,76
S=c1nn[nH]n1C1CCCCC1,56
COc1cccc(-n2c(SCC(=O)NCc3ccc(C)cc3)nc3c(c2=O)SCC3)c1,65

# The list continues.
compound,RMI-FANCM inh
O=C(CN1CCN(CCCc2c[nH]c3ccc(F)cc23)CC1)c1ccc(F)cc1,59&56
O=C(Nn1cnc2c(cnn2-c2ccccc2)c1=O)c1cc(=O)c2ccccc2o1,52
CCN(c1ccccc1)S(=O)(=O)c1ccc(C(=O)Nc2ccc(Cl)cc2)cc1,73
O=C(Nc1nc(-c2ccncc2)cs1)c1cc([N+](=O)[O-])ccc1Cl,62
CNC(=O)Cc1cc(=O)[nH]c(SCC(=O)N(C)c2ccccc2)n1,62
COc1ccc(Nc2ncnc3c2cnn3C)cc1,55
COc1cc2nc(NC(=O)Cc3ccc(C)cc3)sc2cc1OC,77
O=C(NCC1COC2(CCCCC2)O1)C(=O)Nc1ccc([N+](=O)[O-])cc1 (stereo unspecified),89
CCc1ccccc1N1CCN(C(=O)c2ccc(N3C(=O)C4CCCCC4C3=O)cc2)CC1 (stereo unspecified),69
O=C1C=C(c2ccccc2)OC(c2ccc([N+](=O)[O-])cc2)O1 (stereo unspecified),57
CS(=O)(=O)c1ccc(Nc2nc(CC(=O)N3CCCc4ccccc43)cs2)cc1,59
O=C(Nc1nccs1)c1cc2cc([N+](=O)[O-])ccc2s1,59
CCOc1ccc(-c2cn3c(CC(=O)Nc4ccc(F)cc4F)csc3n2)cc1,61
Cc1ccc(C)c2sc(NC(=O)c3ccccc3S(C)(=O)=O)nc12,55
O=C(Nc1nnc(CS(=O)(=O)c2ccccc2)o1)c1ccco1,53
CCOC(=O)Cn1c(-c2cccnc2)nc2ccccc21,57
O=c1[nH]oc2cc(Cl)ccc12,63
CCOc1ccc(-c2nc(NC(=O)c3cc4ccccc4oc3=O)sc2C)cc1,60
COc1ccc(/C=N\NC(=S)NCC2CCCO2)cc1 (stereo unspecified),57
O=C(C1CCCCC1)N1CCN(S(=O)(=O)c2ccc(Cl)cc2)CC1,49
CC(=O)NC1=CC(=O)CC(C)(C)C1,54
Cc1ncc(C#N)c(C)c1Cl,57
CCCOc1cc(N2CCN(S(=O)(=O)CCC)CC2)nc(C)n1,59
COc1cccc(C(=O)NCC(c2ccc(F)cc2)N2CCOCC2)c1OC (stereo unspecified),52
CC(=O)c1ccc(Br)s1,56
O=C(Cn1cnc(-c2ccccc2)cc1=O)N(Cc1ccccc1)c1ccccc1,67
CC1(C)CCC(C)(C)NC(SCC(=O)c2ccc(Cl)cc2)=N1,68
Cc1cc(=O)n2c(-c3cccc(NC(=O)Cc4ccc(F)cc4)c3)csc2n1,65
OC(COC1=NCNc2cc(Cl)ccc21)c1ccc2c(c1)OCCO2 (stereo unspecified),59
CC(C)S(=O)(=O)c1ccc(C(=O)N2CC(=O)Nc3ccccc32)cc1,55

# Structures from the list above that contain an NH in an aromatic ring:
compound,RMI-FANCM inh
CCC1CCCCN1CCCn1c(=S)[nH]c2cc(C(=O)OC)ccc2c1=O (stereo unspecified),70
COc1ccccc1NC(=O)CSc1nnc(CCc2c(C)[nH]c(=O)n(C)c2=O)o1,61
O=C(CCc1csc(NC(=O)c2ccc[nH]c2=O)n1)NCc1ccco1,60
c1ccc2[nH]c(C3CC3)nc2c1,53
CS(=O)(=O)N1CCN(C(=O)CCc2csc(NC(=O)c3ccc[nH]c3=O)n2)CC1,62
S=c1nn[nH]n1C1CCCCC1,56
O=C(CN1CCN(CCCc2c[nH]c3ccc(F)cc23)CC1)c1ccc(F)cc1,59&56
CNC(=O)Cc1cc(=O)[nH]c(SCC(=O)N(C)c2ccccc2)n1,62
O=c1[nH]oc2cc(Cl)ccc12,63

# (listing goes on)
compound,RMI-FANCM inh
CNC(=S)NNC(=O)c1ccco1,59
O=C(NCCCn1ncccc1=O)Nc1cccc(F)c1,63
CN(C)C(CNC(=O)c1ccccc1Cl)c1cccs1 (stereo unspecified),52
O=C(Cc1cc(-c2ccccc2)on1)NCc1c(F)cccc1F,87
CCOc1ccc(-c2cc3c(SCc4cccc(Br)c4)nccn3n2)cc1,76
CCOC(=O)/C(C#N)=C/N(/N=C\c1ccccc1)c1ccccc1,52
FC(F)(F)c1cnc(NCCCNC(=S)Nc2cccnc2)c(Cl)c1,47
Cc1nn(C2CCS(=O)(=O)C2)c2nc(-c3ccc(F)cc3)cc(C(=O)NCc3ccco3)c12 (stereo unspecified),88
CCOC(=O)c1c(-c2ccc(-c3ccccc3)cc2)csc1N,57
Cc1ccc(CC(=O)Nc2sccc2C(N)=O)cc1,67
Cc1ccc(-n2c(-c3ccccc3)cs/c2=N/N=C2CCCCC2)cc1,71
O=C(OCc1ccc(Cl)cc1Cl)c1cccs1,54&46
COCCn1c(=NC(=O)Cc2cccc3ccccc23)sc2cc(OC)ccc21,77
CN1CCc2nc(NC(=O)c3ccno3)sc2C1,61
COC(=O)/C(C#N)=C1\NC(C)=NC(SC)=C1C#N,62
Fc1ccc(N=Cc2ccc3c(c2)OCO3)cc1,54
CC1=NN(c2ccccc2)C(=O)C1C(=O)c1cc(C)cc(C)c1 (stereo unspecified),70
S=C(NCc1ccco1)NC1CC1,50
COc1cccc(-c2nnc3ccc(OCCNC(=O)c4ccc(F)cc4)nn23)c1,76
N/C(CCSc1ccc(Cl)cc1)=N/OC(=O)Nc1ccc(Cl)cc1,55
COCCNC(=O)NC1CC(=O)N(c2ccc3c(c2)OCCO3)C1 (stereo unspecified),70
O=C(NCCn1ncc2c(=O)n(Cc3cccc(F)c3)cnc21)C12CC3CC(CC(C3)C1)C2,66
O=C(Nc1nc(-c2ccc(Cl)s2)cs1)c1ccco1,60
COc1cccc2cc(C(=O)Nc3cccc(-c4cn5c(C)cccc5n4)c3)c(=O)oc12,52
CCOc1cccc2sc(N(CCCN(C)C)C(=O)c3ccc(C(=O)c4ccccc4)cc3)nc12,121
COc1ccc(CCC(=O)NCCCc2ccc(N(C)C)cc2)cc1,71
CCCC(=O)Nc1ccc2c(c1)C(=O)NCCO2,62
COc1ccc(-c2cc(=O)n(CC(=O)NCc3cccnc3)cn2)cc1,67
CCOc1ccc(-c2nnc(NC(=O)c3c(-c4ccccc4Cl)noc3C)o2)cc1,64
CCCOc1cc(N)ccc1C(=O)OCCN(CC)CC,60
Clc1ccc(CSc2cn(Cc3ccccc3Cl)c3ccccc23)cc1Cl,63
O=C(OCCN1CCOCC1)C1(c2ccccc2)CCCCC1,53
Nc1ccc2c(c1)CCCN2S(=O)(=O)c1ccccc1,70
NNC(=O)c1nc(-c2ccc(OC(F)(F)F)cc2)no1,60
O=C(CCS(=O)(=O)c1ccccc1)Nc1c2c(nn1-c1ccccc1)CCC2,62
Cc1sc2ncnc(SCC(=O)Nc3nsc(-c4ccc(Cl)cc4)n3)c2c1C,78
COc1ccc(C(=O)CSc2nnc(CNC(=O)c3cccc([N+](=O)[O-])c3C)o2)cc1,62
COC(=O)c1ccccc1NC(=O)CC1CCCCN1S(=O)(=O)c1ccccc1 (stereo unspecified),66
Nc1cc(=O)[nH]c(SCc2ccc(C(=O)c3ccccc3)cc2)n1,58
Cn1ccc(C(=O)Nc2ccc(S(N)(=O)=O)cc2)n1,69
CC(NS(C)(=O)=O)C(c1cccs1)N1CCN(c2ccccc2)CC1 (stereo unspecified),61
O=C(C1CC1)N1CCc2ccc(NS(=O)(=O)c3ccccc3Cl)cc21,69
Cc1cc(-c2nnc(NC(=O)COc3ccccc3)o2)nn1C,72
Cc1cc(C)nc(NNC(=O)CC(=O)NNc2nc(C)cc(C)n2)n1,51
CSc1nnc(C(F)(F)F)n1C,56
COc1ccc(CC(=O)Nc2nnc(Cc3ccccc3)o2)cc1,64
Nc1nc(SCc2ccc3c(c2)OCO3)n[nH]1,76
CC(C)(C)c1ccc(C(=O)NC2=NCCS2)cc1,57
CCn1nc(C)c([N+](=O)[O-])c1C(=O)NCC(=O)c1ccc(Cl)cc1,55

# Assay outcomes deposited in PubChem by Small Molecule Screening Facility, UW Madison.
